Source: PubChem
Lung fibro prol – antiproliferative effect on LL 47 fibroblasts – human, LL 47 cells, CellTiter-Glo luminescence, primary screen; actives 1.1% (n = 85,000); viability, % at 10 µM; LL 47 human lung fibroblast viability, ATP luminescence; hits give low values;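 active = viability at or below 50% in the single dose screen; inactive = viability above 50%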;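 note: compound exposure lasted 72 h before the ATP readout; 100% = median luminescence of untreated cell-only wells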
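test system = LL 47 human lung fibroblasts | amount = 1,150 fibroblasts seeded per well | medium = 15% FBS in IMEM | times = overnight cell rest, 72 h compound treatment at 37 °C | measured by = CellTiter-Glo luminescence measuring cellular ATP | read-out = viability percentage against median untreated-cell control | benchmarks = cell-only wells, no compound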
H69AR growth 86K – proliferation blockers of H69AR lung cancer cells, primary screen, cell-based, human, 86K library. H69AR lung tumor viability, ATP luminescence, 72 h; hits give low values. viability, % at 10 µM. actives 6% (n = 85,000);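 active = viability at or below 40%; inactive = viability above 40%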;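 note: multidrug resistant small cell line overexpressing MRP-1 efflux transporter; 100% = mean luminescence of untreated control wells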
ERb SRC1 inh – inhibitors of ERβ-SRC1 coactivator interaction, primary screen, biochemical, TR-FRET, ERβ LBD, SRC-1 peptide; inhibition, % at 25.6 µM; TR-FRET ER-beta LBD / SRC1-Cy5 peptide binding; receptor agonist-loaded with 1 µM estradiol; actives 1.3% (n = 86,000); Estrogen receptor beta (Homo sapiens), Q92731;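 active = compounds whose percent inhibition of the receptor-coactivator binding signal exceeds about 50% in the single-dose screen, limit read from the data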;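 note: 0% = receptor plus peptide wells without compound and 100% = peptide-only wells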
HUVEC prolif 384 – inhibitors of HUVEC proliferation, primary screen, cell-based, 384-well | CellTiter-Glo luminescence, 72 h; hits give low values | AID 648, 2007 | actives 1.1% (n = 86,000) | viability, % at 10 µM (by protocol);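 active = viability at or below 30%; inactive = viability above 30%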;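 note: 100% = median luminescence of DMSO-only cell control wells on each plate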
MT1-MMP txn act – MT1-MMP promoter reporter activation – cell-based, luciferase luminescence, primary screen. actives 0.16% (n = 86,000). HT1080 MT1-MMP promoter luciferase reporter, overnight; hits give high values. activation factor at 10 µM;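 active = activation factor of at least 2 for MT1-MMP transcription at 10 µM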
ERa coact inh – ERα–SRC-1 coactivator interaction inhibitors, primary screen, biochemical, TR-FRET, ERα LBD, estradiol-bound. inhibition, % at 25.6 µM. Estrogen receptor (Homo sapiens), P03372. TR-FRET ER-alpha LBD / SRC-1 peptide. actives 1.7% (n = 86,000); in the data active = inhibition above about 50%;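 note: 0% = receptor plus peptide control and 100% = peptide only without receptor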
Target sequence (P03372 whole entry, looked up, the tested form may be a part): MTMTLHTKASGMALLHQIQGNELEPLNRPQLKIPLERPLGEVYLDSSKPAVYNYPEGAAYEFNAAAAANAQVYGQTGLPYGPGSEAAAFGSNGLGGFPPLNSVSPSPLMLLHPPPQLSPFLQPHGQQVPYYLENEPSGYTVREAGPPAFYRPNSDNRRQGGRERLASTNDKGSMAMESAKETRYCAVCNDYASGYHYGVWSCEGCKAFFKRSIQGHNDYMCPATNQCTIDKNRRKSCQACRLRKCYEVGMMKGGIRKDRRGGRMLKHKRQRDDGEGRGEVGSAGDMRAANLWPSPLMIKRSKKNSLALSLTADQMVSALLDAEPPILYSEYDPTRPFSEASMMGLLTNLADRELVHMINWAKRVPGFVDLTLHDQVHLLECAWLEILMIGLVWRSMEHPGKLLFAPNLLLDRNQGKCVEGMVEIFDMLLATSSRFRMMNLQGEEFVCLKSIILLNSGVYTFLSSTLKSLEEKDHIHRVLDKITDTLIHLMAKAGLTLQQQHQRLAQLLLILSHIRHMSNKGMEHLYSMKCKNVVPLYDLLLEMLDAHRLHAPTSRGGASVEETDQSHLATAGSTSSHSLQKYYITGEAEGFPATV
Smad3 FoxH1 inh – Smad3/FoxH1 peptide binding inhibitors, primary screen, biochemical, TR-FRET. Mothers against decapentaplegic homolog 3 (Homo sapiens), P84022. TR-FRET Smad3/Dy647-FoxH1 peptide binding, europium anti-His. inhibition, % at 25 µM. actives 0.29% (n = 88,000). AID 630, 2007;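 active = compounds that reduce the energy-transfer binding signal between the protein and its labelled peptide by more than half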;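 note: 0% = Smad3 plus labelled peptide maximal FRET and 100% = peptide-only background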
Target sequence (P84022 whole entry, looked up): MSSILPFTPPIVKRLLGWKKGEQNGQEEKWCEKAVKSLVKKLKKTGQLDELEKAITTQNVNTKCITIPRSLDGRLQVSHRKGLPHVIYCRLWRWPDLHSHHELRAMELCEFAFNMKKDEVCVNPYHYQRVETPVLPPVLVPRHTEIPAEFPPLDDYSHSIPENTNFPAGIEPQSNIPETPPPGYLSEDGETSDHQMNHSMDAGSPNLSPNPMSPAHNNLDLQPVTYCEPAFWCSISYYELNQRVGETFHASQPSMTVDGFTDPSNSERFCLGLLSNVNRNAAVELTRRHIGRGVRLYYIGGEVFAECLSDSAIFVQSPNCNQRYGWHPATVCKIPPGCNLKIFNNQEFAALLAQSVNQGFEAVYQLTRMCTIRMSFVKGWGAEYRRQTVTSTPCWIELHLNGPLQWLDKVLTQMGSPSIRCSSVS
ERa SRC1 pot – enhancers of ERα–SRC-1 coactivator binding, primary screen, biochemical, TR-FRET, ERα LBD, low estradiol | Estrogen receptor (Homo sapiens), P03372 | TR-FRET ERalpha-LBD/SRC-Cy5 coactivator binding, 2 h; 100 = basal binding, no effect | coactivator binding (% of control), % at 25.6 µM | actives 1.3% (n = 86,000) | AID 639, 2007; in the data active = activity above about 200%;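 note: binding measured in presence of low estradiol as agonist stimulus; 0% = peptide alone without receptor and 100% = receptor with peptide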
CD11b adhes enh – enhancers of CD11b/CD18 adhesion to fibrinogen, primary screen, K562 cells, luminescence | Integrin beta-2 (Homo sapiens) + Integrin alpha-M (Homo sapiens), P05107+P11215 | ATPlite luminescence | activation, % at 10 µM | actives 0.07% (n = 93,000) | AID 1499, 2009;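 active = 10 µM primary screen giving 50% or more activity, confirmed by 40% or more on retest at that dose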; note: strong numbers were not always called active
* hit, by the source's call; nt = not tested or not shown; [ ] = another dose, or the depositor's remark.

SMILES	Lung fibro prol	H69AR growth 86K	ERb SRC1 inh	HUVEC prolif 384	MT1-MMP txn act	ERa coact inh	Smad3 FoxH1 inh	ERa SRC1 pot	CD11b adhes enh
Cc1ccc(C)c(S(=O)(=O)N2CCC(c3nc4c(nnn4Cc4ccc(F)cc4)c(=O)[nH]3)CC2)c1	96	44	-3	63	1.2	-2	13	113	nt
O=C(Nc1ccccc1)c1cc(S(=O)(=O)N2CCOCC2)cs1	101	94	-3	101	nt	2	3	110	0
COc1ccc(C(c2nnnn2C2CCCC2)N2CCC(C)CC2)cc1 (centres undefined)	88	82	32	97	1	9	-12	94	-2
Cc1cc(C)cc(OCC(=O)N2CCCCCC2)c1	64	85	-9	99	1.2	-7	10[fluorescence artefact?]	113	4
Cc1ccc(-c2nnc(Cc3ccc(Cl)cc3)o2)cc1	109	98	0	123	nt	-2	0	119	-2
N#Cc1cccc(NC(=O)Nc2cccs2)c1	92	84	2	82	1.3	-4	-1	107	nt
O=C(CCCOc1ccccc1)Nc1cccnc1	94	96	-6	85	1.1	-13	-19	100	nt
COc1cc2c(cc1OC)/C(=C/C#N)NC(C)(C)C2	95	82	-8	94	1.1	1[fluorescence artefact?]	10	104[fluorescence artefact?]	4
Cc1ccc(C)c(NS(=O)(=O)c2cc(C(N)=O)ccc2C)c1	105	99	-7	99	nt	0	-28	109	3
Cc1cc(N2CCN(C(=O)c3ccco3)CC2)n2ncc(-c3ccccc3)c2n1	94	27*	-2	84	1.9	6[fluorescence artefact?]	14	112	-2
Cc1ccc(NC(=O)Cn2cccc2)cc1Cl	100	92	-3	104	1	-5	1	94	nt
O=C(CSc1nc(-c2ccccc2)cc(=O)[nH]1)Nc1ccccn1	101	81	-7	91	1.1	-7[fluorescence artefact?]	13	107	-4
Cc1ccc(SCc2cn3cccnc3n2)cc1	100	95	-8	115	1.6	-5	5	102	1
CCCN(CCC)S(=O)(=O)c1ccc(C(=O)NCc2ccc3c(c2)OCO3)cc1	94	104	-6[fluorescence artefact?]	96	1.1	-2	5	112	-2
CCCCN(CC)C(=O)C1CCC(=O)N(c2ccc(OC)cc2)C1c1ccc(OC)c(OC)c1 (centres undefined)	94	99	-9	101	1	-12	10	111	nt
COc1cc(-c2nnc(SCC(=O)Nc3cc(C)on3)n2C)cc(OC)c1O	107	95	6	87	1.2	-4	-8	89	0
Cn1cnc2cc(NS(=O)(=O)c3ccc(Br)cc3)ccc21	85	39*	-2[fluorescence artefact?]	98	1.1	-2	0	129[fluorescence artefact?]	-6
Cc1ccc(Oc2ccc(Cl)cc2NC(=O)c2cnccn2)cc1	97	98	-4	98	1	-2	5	85[fluorescence artefact?]	6
CCN(CC)C(=O)CN(c1cccc(C(F)(F)F)c1)S(C)(=O)=O	88	81	11	86	1.2	25	3	80	-1
FC(F)(F)COc1nc(N2CCOCC2)nc(N(c2ccccc2)c2ccccc2)n1	94	40*	-8	92	1.2	-8	5	94	nt
O=S(=O)(NCC1CCCO1)c1cc(Cl)ccc1Cl (centres undefined)	106	93	-6[fluorescence artefact?]	102	1.2	0[fluorescence artefact?]	-3	122	2
CCc1nnc(NC(=O)CSc2nnc(C)n2CC2CCCO2)s1 (centres undefined)	103	98	11[fluorescence artefact?]	94	1.1	11[fluorescence artefact?]	9	99[fluorescence artefact?]	-4
Cc1ccccc1N1CCN(Cc2cccc(C(=O)O)c2)CC1	104	94	-4	101	1.1	-5	4	117	-4
O=C(NCc1ccccc1)C1COc2ccccc2O1 (centres undefined)	88	86	3	86	1.4	-1	16[fluorescence artefact?]	97	nt
Cc1cc2c(cc1C)/C(=C\C(N)=O)NC(C)(C)C2	100	95	-7	95	1.2	-8	9	135	-4
COc1ccc2nc(Nc3nc(CSc4nnnn4-c4ccccc4)cc(=O)[nH]3)nc(C)c2c1	95	1.7*	36	3.0*	0.8	36	-17	80	51
CCOCC(=O)Nc1nnc(Cc2ccc(OC)cc2)s1	101	84	-26	93	1.1	-16	-1	108	nt
CC(OC(=O)c1cc2sccc2n1C)C(=O)NCc1ccc(F)cc1 (centres undefined)	103	97	-5	106	1.2	-9	4	103	9
O=C(c1ccc2c(c1)OCCO2)N1CCN(Cc2ccccc2)CC1	101	77	-6	96	1.1	-2	-22	94	nt
CCN1C(=O)CC(N2CCN(c3ccc(Cl)cc3)CC2)C1=O (centres undefined)	97	97	-7[fluorescence artefact?]	96	0.9	-11	6	113	1

Random excerpt: 4 compounds from above, in no set order.
SMILES	Lung fibro prol	H69AR growth 86K	ERb SRC1 inh	HUVEC prolif 384	MT1-MMP txn act	ERa coact inh	Smad3 FoxH1 inh	ERa SRC1 pot	CD11b adhes enh
CCOCC(=O)Nc1nnc(Cc2ccc(OC)cc2)s1	101	84	-26	93	1.1	-16	-1	108	nt
CC(OC(=O)c1cc2sccc2n1C)C(=O)NCc1ccc(F)cc1 (centres undefined)	103	97	-5	106	1.2	-9	4	103	9
Cc1cc2c(cc1C)/C(=C\C(N)=O)NC(C)(C)C2	100	95	-7	95	1.2	-8	9	135	-4
FC(F)(F)COc1nc(N2CCOCC2)nc(N(c2ccccc2)c2ccccc2)n1	94	40*	-8	92	1.2	-8	5	94	nt

Continuation.
SMILES	Lung fibro prol	H69AR growth 86K	ERb SRC1 inh	HUVEC prolif 384	MT1-MMP txn act	ERa coact inh	Smad3 FoxH1 inh	ERa SRC1 pot	CD11b adhes enh
O=C(Nc1ccccn1)c1cccc(S(=O)(=O)N2CCOCC2)c1	110	91	0	99	1.1	7	4	115	-2
CCCCC(CC)C(=O)Nc1ccc(Cl)cn1 (centres undefined)	93	93	5	87	1.1	9	4	115	2
CCCc1cc(=O)oc2cc(OCC(=O)Nc3ccc4c(c3)OCCO4)ccc12	102	85	40[fluorescence artefact?]	101	1.1	45[fluorescence artefact?]	-15	216*[fluorescence artefact?]	6
CCOC(=O)c1oc2c(O)c(O)ccc2c(=O)c1-c1nncn1-c1ccccc1	99	84	25[fluorescence artefact?]	94	1.1	1	0	89[fluorescence artefact?]	-6
O=C(CN(C(=O)CCC(=O)Nc1nccs1)c1ccc(F)cc1)NCC1CCCO1 (centres undefined)	100	85	0[fluorescence artefact?]	97	1.1	7	8	110[fluorescence artefact?]	0
COCN(C#N)c1nc(OC)nc(OC)n1	101	93	55*[fluorescence artefact?]	92	1	10	-12	110	2
COC(=O)C1=C(C)N(C)C(=O)NC1c1cc(Cl)c(O)c(OC)c1 (centres undefined)	103	104	2	104	1.1	-6	-6	101	-3
CCOC(=O)C(Cc1c[nH]c2ccccc12)NC(=O)c1ccco1 (centres undefined)	94	93	-7	100	1.3	-10	8	119	-2
CCN1CCN(c2oc(COc3ccc(-c4ccccc4)cc3)nc2C#N)CC1	100	56	5[fluorescence artefact?]	81	1.1	2	-7	108	-2
CCOC(=O)c1ccccc1NC(=O)CN(c1ccccc1C)S(C)(=O)=O	99	64	-4	96	1	3	7	95	-3
Cc1cc(NCCN2CCOCC2)n2nc(C)c(-c3ccc(Cl)cc3)c2n1	74	12*	1	48	1	-39	3	122	9
CC(NC(=O)C12CC3CC(CC(C3)C1)C2)c1ccc2c(c1)OCCO2 (centres undefined)	91	101	-4[fluorescence artefact?]	98	1.1	9[fluorescence artefact?]	-2	116	0
CN1CCN(C2=CC(=O)OC23CCCCC3)CC1	104	88	-1	103	1.1	-2	2	112	nt
O=C(NNS(=O)(=O)c1ccccc1[N+](=O)[O-])c1ccc(O)cc1	97	81	21	87	1.2	18	-6	41	-1
CCOC(=O)C1CCCCN1Cc1cccc(OC)c1OC (centres undefined)	102	95	-2	100	1.1	2	7	99	-3
O=C(c1cn(-c2ccccc2)nc1-c1ccc(Cl)s1)N1CCOCC1	91	59	0	78	1.3	3	4	109	6
COc1ccc(-n2c(=O)cc(N3CCN(Cc4ccccc4)CC3)[nH]c2=O)cc1	90	93	-4	88	1.1	1	-3	100[fluorescence artefact?]	nt
COc1ccccc1S(=O)(=O)Nc1ccc(-c2nnc3n2CCCCC3)cc1	95	101	-12	82	1.1	-1	13[fluorescence artefact?]	92	nt
COc1ccc(Cl)cc1NC(=O)CC(C)c1ccccc1 (centres undefined)	96	87	10	94	1	0	9	92	-3
COc1ccc(N2C(=O)CCC(C(=O)N3CCCCC3)C2c2ccc(OC)c(OC)c2)cc1 (centres undefined)	107	90	6[fluorescence artefact?]	91	nt	1[fluorescence artefact?]	-4	123	2
Cc1nnc(NC(=O)c2ccc(S(=O)(=O)N3CCCCCC3)cc2)o1	98	59	-4	86	1.5	-3	-4	132	8
CCOc1nc(OCC)nc(-n2cc(-c3ccccc3)nn2)n1	97	94	1	99	1.3	9	-3	121	-3
O=C(Nc1ccc2c(c1)OCCO2)C1CCCN(S(=O)(=O)c2cccs2)C1 (centres undefined)	89	80	-11	91	1.1	-9[fluorescence artefact?]	0	113	2
Cc1ccc(CSc2nnc(Nc3ccc(C)cc3)s2)cc1	95	96	4[fluorescence artefact?]	95	1	0	-4	81	2
O=C1C2C(c3ccccc3)C=CC(c3ccccc3)C2C(=O)N1CCCO (centres undefined)	109	59	-7	88	1.1	0	1	89	2
Cc1cc(C(C)(C)C)oc1C(=O)NCCCNC(=O)c1oc(C(C)(C)C)cc1C	98	82	-5	90	1.3	-5	4	105	nt
COc1c(F)c(F)c(C(=O)Nc2ccc(N3CCN(C(C)=O)CC3)c(Cl)c2)c(F)c1F	94	44	-5	87	1.1	-16	19	102	0
CCN1CCN(C(=O)Cn2ncc3c2-c2ccccc2OC3)CC1	102	93	-4	94	1.1	0	7	135[fluorescence artefact?]	-4
CN(C)CCC(=O)c1ccc(Cl)cc1	91	19*	-5	89	1.2	-1	-2	82	-4
Cn1c(C(=O)N2CCCC(C(=O)NCCN3CCOCC3)C2)cc2sccc21 (centres undefined)	103	97	-12[fluorescence artefact?]	117	1.2	-8	-9	79	0
Cc1ccc(-c2cc(C(=O)N/N=C/c3ccco3)[nH]n2)cc1	101	101	15	99	1.1	15	-3	69	-2
Cc1nnc(NC2CCCCC2)[nH]c1=O	92	91	3	95	1.1	9	12	96	5
Cc1cc(CNC(=O)c2cc(Br)ccc2Cl)nn1C	nt	84	-6	90	1.2	-1	-2	107	8
O=C(Cn1c(C(=O)N2CCc3ccccc3C2)cc2sccc21)c1ccccc1	102	94	-6	100	1.1	3	-16	135	-2
Cc1onc(-c2ccccc2)c1-c1n[nH]c(=S)n1-c1ccccc1	102	81	-13	104	0.9	-9	-12	90[fluorescence artefact?]	nt
O=C1c2cccnc2C(Nc2ccc(S(=O)(=O)N3CCCCCC3)cc2)N1Cc1ccccc1 (centres undefined)	104	68	-17[fluorescence artefact?]	90	0.9	-14	1	108	nt

The list is partial (hit frequency here may not be typical).
